Screening data as filed in PubChem.
HCMV antiviral: inhibitors of human cytomegalovirus | 410,000 tested, 4.5% active | activity change, negative = inhibition, % at 57.5 µM | HFF cells, HCMV-luciferase reporter, 72 h; stronger effect = lower value; in the data active = activity change below about -60%; inconclusive = no clear call, values can overlap the other calls; inactive = above about -39%
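After 16 h attachment at 37C, HFF cells received test compound and HCMV-luciferase (1 PFU/cell); reporter luminescence read 72 h later, data normalized against buffer-only and known inhibitor Salinomycin.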
AmpC inh detg: AmpC beta-lactamase inhibition with detergent present. P00811. AmpC hydrolysis of nitrocefin, absorbance 480 nm, 0.01% Triton. Potency, µM (highest dose often 114 µM), for the others: at the top dose activity change, negative = inhibition, actives largely listed as inhibitors. 370,000 tested, 0.041% active;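 note: potency is the fitted concentration of half-maximal effect; 0% = no-compound wells and -100% = no-enzyme wells; nearly all actives have a fitted effect of over 25% in size; some results filed as inactive show a strong effect at the top dose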
Target sequence (P00811 whole entry, looked up): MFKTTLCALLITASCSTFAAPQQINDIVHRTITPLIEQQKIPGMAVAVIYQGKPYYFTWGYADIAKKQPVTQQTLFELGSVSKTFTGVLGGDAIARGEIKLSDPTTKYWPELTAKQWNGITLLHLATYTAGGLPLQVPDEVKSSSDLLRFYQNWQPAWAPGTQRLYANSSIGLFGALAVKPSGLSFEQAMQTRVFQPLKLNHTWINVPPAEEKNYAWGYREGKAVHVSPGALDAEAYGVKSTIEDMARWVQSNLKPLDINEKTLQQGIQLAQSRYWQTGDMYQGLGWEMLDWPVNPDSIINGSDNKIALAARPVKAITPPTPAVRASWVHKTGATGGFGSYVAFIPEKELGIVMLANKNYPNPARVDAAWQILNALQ
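AmpC (5.3 nM in the dispensed reagent) in 20 mM phosphate pH 7.0 with 0.01% (detergent screen) or 0.0001% Triton X-100 was preincubated with compounds for 15 min at room temperature. Nitrocefin was then added from an 800 uM solution, and hydrolysis was followed at 480 nm.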
AmpC inh no detg: AmpC beta-lactamase inhibition without detergent; AmpC nitrocefin hydrolysis, absorbance 480 nm, 0.0001% Triton; Potency, µM (doses to about 57.1 µM), for inactives: at the top dose activity change, negative = inhibition, actives largely listed as inhibitors; AID 485341; P00811; 330,000 tested, 0.52% active;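 note: potency is the fitted concentration of half-maximal effect; plate controls were no compound for no effect and no enzyme for full effect; nearly all actives have a fitted effect of over 20% in size; some results filed as inactive show a strong effect at the top dose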
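20 mM phosphate pH 7.0 + 0.01% (detergent screen) or 0.0001% Triton X-100; 5.3 nM AmpC reagent; cpd preinc 15 min RT; nitrocefin (800 uM stock) to start; A480 q20 s × 4 min; Activity was normalised to no-enzyme and no-compound control wells.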
AMA1 RON2 block: disrupts binding of P. falciparum AMA1 to RON2; AlphaScreen AMA1-biotinylated RON2 peptide binding; Potency, µM (top dose mostly 58.2 µM), inactives show top-dose activity change, negative = inhibition, most hits filed as inhibitors; 360,000 tested, 0.2% active;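 note: potency is the fitted concentration of half-maximal effect; 0% = vehicle wells and -100% = peptide control; nearly all actives have a fitted effect of over 45% in size; some results filed as inactive show a strong effect at the top dose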
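AMA1 (3D7) with his tag at 25 nM final met compounds first, then biotinylated RON2 peptide at 25 nM; detection used donor plus acceptor beads, 10 µg/mL apiece, read by AlphaScreen after 30 min at room temperature.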
Sm TGR block: S. mansoni TGR enzyme inhibition. Q962Y6. purified TGR, DTNB reduction, TNB absorbance 405 nm. Potency, µM (doses to about 114 µM), for the others: top-dose activity change, negative = inhibition, usual class: inhibitors. 360,000 tested, 3% active; note: potency is the fitted concentration of half-maximal effect; nearly all actives have a fitted effect of over 60% in size
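TGR 20 nM + NADPH 100 uM (dispensed conc.), cpd preinc 15 min RT; start with NADPH (500 uM addition) then DTNB (15 mM addition). Kinetic TNB absorbance, 405 nm filter. Four-parameter Hill fit across titration.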
FBPA Giardia inh: blocks Giardia fructose-bisphosphate aldolase activity; A8B2U2; purified Giardia FBPA; Potency, µM (doses to about 59.6 µM), for the others: at the top dose activity, negative = inhibition, actives largely listed as inhibitors; 290,000 tested, 0.71% active; note: potency is the fitted concentration of half-maximal effect; nearly all actives have a fitted effect of over 55% in size
Target sequence (A8B2U2 whole entry, looked up): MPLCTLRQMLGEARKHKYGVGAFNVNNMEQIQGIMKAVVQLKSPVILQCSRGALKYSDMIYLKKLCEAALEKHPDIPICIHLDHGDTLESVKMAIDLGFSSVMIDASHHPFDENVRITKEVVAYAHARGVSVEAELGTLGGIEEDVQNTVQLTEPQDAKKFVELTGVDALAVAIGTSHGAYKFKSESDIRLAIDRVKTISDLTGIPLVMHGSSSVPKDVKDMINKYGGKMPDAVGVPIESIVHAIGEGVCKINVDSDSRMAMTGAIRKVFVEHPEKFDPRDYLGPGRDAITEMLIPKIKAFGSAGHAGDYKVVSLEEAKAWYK
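Giardia FBPA (40 nM reagent) was preincubated 10 min at RT with compound (up to 57.5 uM final), then substrate plus GAPDH/TPI/NAD/arsenate coupling system with diaphorase/resazurin was added; resorufin fluorescence (525/598 nm) was read after 20 min.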
Starred values were filed as active, the others as inactive; ? = inconclusive; . = not tested or not shown; [ ] = remark or other dose. Unless noted, calls come from the whole dose curve; as a rule, active = well fitted curve in the direction sought with a large enough effect; inconclusive = small, poorly fitted or top-dose-only effect, or another doubt; inactive = no such curve, though single readings can be large; an effect the other way counts as inactive or inconclusive. Unless noted, % is set by controls: 0 for no effect and ±100 for the full control effect.

entry | smiles | FBPA Giardia inh | AmpC inh detg | Sm TGR block | AMA1 RON2 block | HCMV antiviral | AmpC inh no detg
1 | O=C(O)CCC(=O)Nc1ccc2c(c1)oc1ccccc12 | 2% | 3% | -12% | -1% | -2 | -4%
2 | COc1ccc(/C=C2/SC(=O)N(CCNC(=O)CC(NC(C)=O)c3ccccc3)C2=O)cc1 (stereo not drawn) | 2% | 3% | -5% | -4% | 5 | -16%
3 | Cc1cc(C(=O)CN2C(=O)NC3(CCCCC3)C2=O)c(C)n1C | -2% | ? | 9% | 5% | 46 | -24%
4 | CCOC(=O)N1CCN(C(=O)COc2ccccc2Cl)CC1 | -4% | -6% | -2% | 10% | 17 | -7%
5 | C=CCC1(CC=C)CCCN1C(=O)CC1C(=O)NCCN1Cc1cccc(OC)c1OC (stereo not drawn) | -1% | 3% | ? | 29% | -4 | 134%[activator]
6 | COc1ccc(OCC(=O)NC(=S)Nc2ccc(S(=O)(=O)Nc3cc(C)on3)cc2)cc1 | -9% | 0% | -28% | 16% | 8 | -29%
7 | Cc1noc(C)c1S(=O)(=O)N1CCCC(C(=O)N2CCc3ccccc3C2)C1 (stereo not drawn) | -10% | ? | -6% | -4% | -19 | 69%[activator]
8 | CCc1ccccc1NC(=O)c1ccc2c(O)c(S(=O)(=O)c3ccc(OC)cc3)c(=O)[nH]c2c1 | 17% | 1% | 1% | 0% | 20 | -11%
9 | COc1ccc(OC)c(C(c2nnnn2Cc2ccco2)N2CCN(C)CC2)c1 (stereo not drawn) | -15% | 6% | 0% | 5% | -30 | -6%
10 | CCOc1ccc(C(C)=O)cc1COc1cccnc1[N+](=O)[O-] | -4% | -7% | 35µM* | 5% | 56 | -15%
11 | CCn1c(CSc2ncccn2)nnc1SCC(=O)N1CCCCC1 | 1% | 5% | . | 0% | -12 | -8%
12 | O=C(CNc1ccc(Br)cc1)NC(=O)NC1CCCCC1 | . | -10% | -15% | 1% | -19 | -24%
13 | O=C(Nc1nnc(-c2ccc(Cl)s2)o1)C1CC1 | 11% | 13% | 8% | 106%[activator] | -18 | -29%
14 | CCc1ccc(CCC(=O)Nc2nnc(CC)s2)o1 | 7% | -15% | -31% | -10% | 17 | -19%
15 | CC(NC(=O)COC(=O)C12CC3CC(CC(O)(C3)C1)C2)c1ccccc1 (stereo not drawn) | . | . | . | -6% | 34 | 0%
16 | CC1CCCCN1C(=O)CSc1nc(-c2ccccc2)cc(=O)[nH]1 (stereo not drawn) | 1% | 3% | 39%[activator] | -2% | 2 | -24%
17 | COC(=O)Nc1ccc2c(c1)OCO2 | -21% | -12% | -11% | -7% | 103 | -30%
18 | O=C(NCc1ccccc1Cl)C1CCCN1C(=O)NCc1ccccc1 (stereo not drawn) | -2% | ? | -8% | -3% | -32 | -16%
19 | CCOC(=O)Cc1cc(-c2ccc(O)cc2)nc2ccc3ccccc3c12 | 0% | -13% | 14% | 0% | -10 | -34%
20 | O=C(CC(=O)Nc1ccccn1)Nc1ccccn1 | 1% | -10% | -1% | 3% | -8 | 1%

Full records as entered above:
C=CCC1(CC=C)CCCN1C(=O)CC1C(=O)NCCN1Cc1cccc(OC)c1OC (stereo not drawn) in the list: FBPA Giardia inh: -1%; AmpC inh detg: 3%; Sm TGR block: ?; AMA1 RON2 block: 29%; HCMV antiviral: -4; AmpC inh no detg: 134%[activator]
CC1CCCCN1C(=O)CSc1nc(-c2ccccc2)cc(=O)[nH]1 (stereo not drawn) in the list: FBPA Giardia inh: 1%; AmpC inh detg: 3%; Sm TGR block: 39%[activator]; AMA1 RON2 block: -2%; HCMV antiviral: 2; AmpC inh no detg: -24%

Reprinted at random: two compounds from above, in no set order.
entry | smiles | FBPA Giardia inh | AmpC inh detg | Sm TGR block | AMA1 RON2 block | HCMV antiviral | AmpC inh no detg
20 | O=C(CC(=O)Nc1ccccn1)Nc1ccccn1 | 1% | -10% | -1% | 3% | -8 | 1%
18 | O=C(NCc1ccccc1Cl)C1CCCN1C(=O)NCc1ccccc1 (stereo not drawn) | -2% | ? | -8% | -3% | -32 | -16%

Carrying on:
entry | smiles | FBPA Giardia inh | AmpC inh detg | Sm TGR block | AMA1 RON2 block | HCMV antiviral | AmpC inh no detg
21 | O=C(NC1CCCC1)C1CCN(C(=O)c2ccc(Cl)cc2)CC1 | 5% | 3% | 24% | -2% | 0 | -3%
22 | Cc1ccc(NC(=O)CSc2nc3ncc(Cl)cc3[nH]2)c(C)c1 | ? | ? | -1% | 38%[activator] | 28 | -27%
23 | O=C(Cn1cnc(S(=O)(=O)N2CCCCC2)c1)Nc1ccc(OC(F)(F)F)cc1 | . | -2% | -4% | 11% | -8 | 7%
24 | COc1cc(C(=O)NCC(c2cccnc2)N2CCc3ccccc32)cc(OC)c1OC (stereo not drawn) | . | -2% | 10% | . | -22 | .
25 | COc1ccccc1-c1nnc(SCC(N)=O)o1 | . | 3% | -4% | . | 65 | .
26 | CC(C)CCOc1ccc(C(=O)O)cc1 | 22% | -10% | -6% | 1% | -31 | -53%
27 | COc1cccc(-c2cc(C(=O)N3N=C(C)CC3(O)C(F)F)c3ccccc3n2)c1 (stereo not drawn) | -2% | -12% | -22% | 14% | 27 | -8%
28 | CCOC(=O)Cn1c(=O)oc2cc(S(=O)(=O)N3CCN(c4cccc(Cl)c4)CC3)ccc21 | . | -9% | -29% | . | -21 | .
29 | CCN1CCN(C(C(=O)NC2CCCCC2)c2ccc(Cl)cc2)CC1 (stereo not drawn) | 5% | -3% | 11% | 7% | 60 | 0%
30 | CCOC(=O)C1=CNS(=O)(=O)NC1c1ccc(C#N)cc1 (stereo not drawn) | . | . | . | 21% | -15 | -13%
31 | CS(=O)(=O)c1ccc2nc(NC(=O)CS(=O)(=O)c3ccc(Cl)cc3)sc2c1 | . | 3% | -3% | . | 0 | .
32 | COC(=O)c1ccccc1S(=O)(=O)N1CCn2cccc2C1C (stereo not drawn) | -13% | -6% | ? | -4% | -21 | -43%
33 | COC(=O)c1oc2nc(C)cc(C)c2c1N | -2% | ? | -2% | 2% | 8 | -16%
34 | Cn1cc(Br)c(C(=O)Nc2sc3c(c2C(N)=O)CCC3)n1 | -3% | -1% | -23% | 9% | 7 | -5%
35 | C/C(=C\C(=S)Nc1ccccc1)Nc1cccc2ccccc12 | ? | -1% | -13% | -9% | -21 | -22%
36 | O=C(CSc1ccccc1C(=O)O)NC1CCCCCCC1 | 14% | ? | -9% | 24% | -9 | -14%
37 | CC(=O)c1cccc(NC(=O)C(C)OC(=O)CCN=C2NS(=O)(=O)c3ccccc32)c1 (stereo not drawn) | . | ? | -4% | -8% | -15 | -30%
38 | CC(C)Cc1ccc(CN2CCCC(NC(=O)CCn3cnnn3)C2)cc1 (stereo not drawn) | . | -3% | -6% | 2% | 0 | 66%[activator]
39 | Cc1cc(N(CC(=O)O)S(C)(=O)=O)ccc1Br | 12% | ? | 2% | -9% | 2 | -19%
40 | CCOC(=O)C1=C(COC(=O)c2cc(S(=O)(=O)N(C)C)ccc2C)NC(=O)NC1C (stereo not drawn) | . | -9% | -19% | -14% | 0 | 6%
41 | CCCc1cn(S(=O)(=O)c2ccc(OC)cc2OC)nc1N | -2% | ? | 0% | -3% | 32 | -13%
42 | Cc1ccc(CCN2CC(C(=O)NC(C)C)CC2=O)cc1 (stereo not drawn) | -2% | -1% | 2% | -5% | -61* | -6%
43 | COC(=O)Cc1c(C)nc2nc(NCc3cccc([N+](=O)[O-])c3)[nH]n2c1=O | -20% | 2% | 0% | -9% | 13 | -11%
44 | CC1CCC(C(=O)NC(C(=O)N2CCC3(CC2)OCCO3)C(C)C)CC1 (stereo not drawn) | 2% | 0% | 0% | 8% | 7 | -2%
45 | O=C(CCCCCn1c(SCC(=O)c2ccccc2)nc2ccccc2c1=O)NCc1ccco1 | -7% | ? | 0% | 38%[activator] | ? | -19%
46 | O=C(COC(=O)/C=C/c1ccc([N+](=O)[O-])cc1)NC1CCCCC1 | . | -9% | -3% | 15% | 0 | 0%
47 | Cc1cccc(C(=O)NCC(=O)N(C)Cc2nc3ccccc3c(=O)[nH]2)c1 | . | . | . | 129%[activator] | 13 | -6%
48 | COc1ccc(C(=O)NCc2nnc(SCC(=O)Nc3cccc(OC)c3)o2)cc1 | 8% | ? | -13% | -3% | 7 | -9%
49 | CN1CCN(Cc2c(O)ccc3c2oc(=O)c2ccccc23)CC1 | 0% | -6% | -16% | -4% | -79* | -16%
50 | Cc1cccc2nc(COc3ccc(-c4ccccc4)cc3)cn12 | 0% | 4% | 16% | . | . | 40%
51 | C=CCOc1ccc(Br)cc1/C=C1/SC(=Nc2ccc(C(=O)O)cc2)NC1=O | 17% | ? | ? | -7% | -15 | -29%
52 | O=C(Nc1ccc(F)cc1)c1cnc(-c2ccccc2)nc1-c1ccccc1 | 0% | 1% | 4% | -6% | 9 | -23%
53 | COc1ccc(Sc2nnc(Cc3ccccc3)c3ccccc23)cc1 | 4% | -13% | ? | -1% | -89* | -22%
54 | Cc1ccccc1NC(=S)N1CCN(Cc2ccc3c(c2)OCO3)CC1 | 4% | -13% | -8% | -1%[2.32 µM] | -28 | 0%
55 | O=C(c1cccc(C(F)(F)F)c1)C1CCCN(C(=O)Cn2cncn2)C1 (stereo not drawn) | . | ? | 3% | 6% | -12 | -19%
56 | C1CN=C(NC23CC4CC(CC(C4)C2)C3)C1 | 0% | ? | 6% | -10% | 4 | -14%
57 | COC(=O)c1c(NC(=O)CSc2nc3ccccc3c(=O)n2-c2ccccc2)sc(C)c1C | 3% | -3% | -5% | 0% | 28 | ?

Among those listed so far, two contain a CF3 group.
entry | smiles | FBPA Giardia inh | AmpC inh detg | Sm TGR block | AMA1 RON2 block | HCMV antiviral | AmpC inh no detg
23 | O=C(Cn1cnc(S(=O)(=O)N2CCCCC2)c1)Nc1ccc(OC(F)(F)F)cc1 | . | -2% | -4% | 11% | -8 | 7%
55 | O=C(c1cccc(C(F)(F)F)c1)C1CCCN(C(=O)Cn2cncn2)C1 (stereo not drawn) | . | ? | 3% | 6% | -12 | -19%

Copied from above: entries 43 to 47
entry | smiles | FBPA Giardia inh | AmpC inh detg | Sm TGR block | AMA1 RON2 block | HCMV antiviral | AmpC inh no detg
43 | COC(=O)Cc1c(C)nc2nc(NCc3cccc([N+](=O)[O-])c3)[nH]n2c1=O | -20% | 2% | 0% | -9% | 13 | -11%
44 | CC1CCC(C(=O)NC(C(=O)N2CCC3(CC2)OCCO3)C(C)C)CC1 (stereo not drawn) | 2% | 0% | 0% | 8% | 7 | -2%
45 | O=C(CCCCCn1c(SCC(=O)c2ccccc2)nc2ccccc2c1=O)NCc1ccco1 | -7% | ? | 0% | 38%[activator] | ? | -19%
46 | O=C(COC(=O)/C=C/c1ccc([N+](=O)[O-])cc1)NC1CCCCC1 | . | -9% | -3% | 15% | 0 | 0%
47 | Cc1cccc(C(=O)NCC(=O)N(C)Cc2nc3ccccc3c(=O)[nH]2)c1 | . | . | . | 129%[activator] | 13 | -6%
